PI5P4Ka inh = blocks human PI5P4K alpha kinase activity | PI5P4Kalpha enzyme, ADP-Glo luminescence, 60 min; stronger effect = lower value | max response, % | 330,000 tested, 1.2% active | AID 652105; active means max response of -50% or lower; inconclusive means between -30% and -50%; inactive means -30% or higher; further: value at the top dose of about 77 µM; on the % scale 0 is the no-effect control and ±100 the full control effect
Target sequence (P48426 whole entry, looked up): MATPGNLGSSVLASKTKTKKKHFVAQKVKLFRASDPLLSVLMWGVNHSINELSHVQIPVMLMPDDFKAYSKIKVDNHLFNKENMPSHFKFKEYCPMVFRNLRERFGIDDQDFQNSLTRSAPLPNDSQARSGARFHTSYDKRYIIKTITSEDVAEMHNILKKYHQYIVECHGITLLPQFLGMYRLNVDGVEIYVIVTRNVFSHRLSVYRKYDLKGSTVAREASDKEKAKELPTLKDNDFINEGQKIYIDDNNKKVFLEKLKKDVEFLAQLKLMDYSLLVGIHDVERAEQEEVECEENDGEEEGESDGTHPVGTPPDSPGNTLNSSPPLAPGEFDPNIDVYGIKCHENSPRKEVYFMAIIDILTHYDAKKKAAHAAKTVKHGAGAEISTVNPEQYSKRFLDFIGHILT
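Single end-point luminescence (ADP-Glo) quantified ADP from PI5P4Kalpha turnover; ATP 5 microM final, 1 h at RT, 0.1% CHAPS and 0.28 mM EGTA in HEPES pH 7.4.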
GLP1R cytotox = cytotoxicity in counter-screen for GLP-1R inverse agonists; HEK293 cAMP-luciferase reporter cells, luminescence, 24 h; AID 624418; 410,000 tested, 0.13% active; Potency, µM (top dose mostly 38.3 µM), for the others: at the top dose activity change, negative = inhibition, usual class: inhibitors;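 further: loss of luciferase light is scored as toxicity; potency means the concentration at half of the fitted maximal effect; on the % scale 0 is the no-effect control and ±100 the full control effect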
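Compound-treated cells are incubated 24 hr at 37 deg C under 5% CO2 after a 12 hour attachment period, then luciferase detection reagent is added and luminescence is measured following 12 min at room temperature; lowered signal indicates toxicity.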
GLP1R inv ag = GLP-1 receptor (human) inverse agonism. P43220. HEK293 GLP-1R CRE-luciferase, luminescence, 24 h; GLP-1R form is constitutively active. Potency, µM (series often up to 38.3 µM), for the others: at the top dose activity change, negative = inhibition, hits mostly inhibitors. 410,000 tested, 1.6% active. AID 624417; further: potency means the concentration at half of the fitted maximal effect; on the % scale 0 is the no-effect control and ±100 the full control effect; nearly all actives have a fitted effect of over 55% in size
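GLP-1R inverse agonism mode: basal reporter luminescence in engineered HEK293 cells measured after one day of compound exposure at 37 deg C, with a 12 min room-temperature detection step.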
GLP1R ag = agonists of human GLP-1 receptor | Potency, µM (doses to about 45.6 µM), inactives show at the highest dose activation, hits mostly activators | P43220 | AID 624172 | HEK293 GLP-1R CRE-luciferase, luminescence, 4-6 h; cells express a hypersensitive GLP-1R form | 380,000 tested, 0.007% active; further: potency means the concentration at half of the fitted maximal effect; % of control where 0% means no effect
D3 antag = antagonists of human D3 dopamine receptor; P35462; D3R cells, DiscoveRx beta-arrestin luminescence, antagonist mode; stronger effect = lower value; max response, negative = inhibition, %; 360,000 tested, 2.5% active; AID 652054; in the data active means max response below about -50%; inconclusive means no clear call, values can overlap the other calls; further: on the % scale 0 is the no-effect control and ±100 the full control effect; mostly tested at two doses, the higher about 12 µM
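Cells plated overnight at 1500 cells/well, then exposed to library compounds with dopamine controls for 90 minutes at 37 degrees C. DiscoveRx reagent added for 30–60 minutes at room temperature; luminescence read, quantitative HTS format.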
WRN helicase inh = inhibitors of human WRN helicase; WRN helicase unwinding, fluorescent forked duplex, kinetic; Potency, µM (top dose mostly 114 µM), for the others: at the top dose activity change, negative = inhibition, actives largely listed as inhibitors; 360,000 tested, 0.46% active; AID 651768; further: potency means the concentration at half of the fitted maximal effect; on the % scale 0 is the no-effect control and ±100 the full control effect; nearly all actives have a fitted effect of over 55% in size
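WRN at 20 nM final preincubated with compound 15 min at room temperature; reaction started with 100 nM fluorophore/quencher forked duplex oligonucleotide and 2 mM ATP final. Unwinding followed kinetically by red fluorescence (ex 525, em 598 nm).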
IL2 activator = activators of IL-2. IL-2 activation reporter assay, cell-based qHTS; stimulated with anti-CD3/CD4/CD28 beads; in transgenic mouse T cells. activation, % (series mostly up to about 46 µM). 360,000 tested, 0.065% active; in the data active means activation above about 50%; inconclusive means mostly about 30% to 49%; further: 0% is about no effect
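Screening format: compound pinned onto unstimulated transgenic mouse T cells, 60 min incubation, then anti-CD3/anti-CD4/anti-CD28 bead stimulation for 18 hours at 37 degrees C, followed by EGFP and DsRed detection.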
PLK1 PBD block = blocks phosphopeptide binding to human PLK1 polo-box domain; P53350; Plk1 PBD binding of FITC phosphopeptide, fluorescence polarization; Potency, µM, without a hit: max response, negative = inhibition, actives largely listed as inhibitors; 360,000 tested, 2.8% active; AID 720504; further: potency means the concentration at half of the fitted maximal effect; series mostly up to about 57 µM; on the % scale 0 is the no-effect control and ±100 the full control effect; nearly all actives have a fitted effect of over 65% in size
Target sequence (P53350 whole entry, looked up, the tested form may be a part): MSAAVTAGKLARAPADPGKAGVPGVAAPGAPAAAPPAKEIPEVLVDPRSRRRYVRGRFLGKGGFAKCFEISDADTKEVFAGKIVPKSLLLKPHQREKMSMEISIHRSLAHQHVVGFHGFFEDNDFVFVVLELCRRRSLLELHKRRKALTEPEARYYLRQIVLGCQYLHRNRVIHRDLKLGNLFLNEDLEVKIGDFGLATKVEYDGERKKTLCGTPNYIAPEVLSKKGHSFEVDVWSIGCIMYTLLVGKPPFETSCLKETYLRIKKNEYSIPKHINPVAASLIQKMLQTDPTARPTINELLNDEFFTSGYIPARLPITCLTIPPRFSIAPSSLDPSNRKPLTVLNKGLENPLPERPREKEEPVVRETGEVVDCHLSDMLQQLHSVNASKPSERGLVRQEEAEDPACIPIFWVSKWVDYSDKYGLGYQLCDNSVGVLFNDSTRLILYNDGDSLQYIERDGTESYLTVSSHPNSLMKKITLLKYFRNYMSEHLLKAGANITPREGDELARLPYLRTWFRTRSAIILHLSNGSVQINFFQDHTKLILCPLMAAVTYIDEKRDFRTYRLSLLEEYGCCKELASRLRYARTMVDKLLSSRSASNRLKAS
DRD3 agonist = agonists of human D3 dopamine receptor | P35462 | D3R DiscoveRx beta-arrestin cells, luminescence, 90 min | max activation, % | 410,000 tested, 0.58% active | AID 652048; in the data active means max activation above about 30%; further: 0% is about no effect; mostly tested at two doses, the higher about 12 µM
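Cells at 1500/well, incubated overnight, then treated with pinned compounds (dopamine as control) for 90 min at 37 degrees C. DiscoveRx reagent added for 30 - 60 minutes at room temperature; luminescence read.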
* hit, by the source's call; ? = inconclusive; . = no result given; & = joins results of further samples; [ ] = dose if it differs, or a comment. Unless noted, the call rests on the fitted dose curve; in most records, active means well fitted curve in the direction sought with a large enough effect; inconclusive means small, poorly fitted or top-dose-only effect, or another doubt; inactive means no such curve, though single readings can be large; an effect the other way counts as inactive or inconclusive.

SMILES | PI5P4Ka inh | GLP1R cytotox | GLP1R inv ag | GLP1R ag | D3 antag | WRN helicase inh | IL2 activator | PLK1 PBD block | DRD3 agonist
O=C(Nc1ccc(F)cc1)C1CC(=O)n2ncnc2N1 (stereo not drawn) | -1.2 | 2.6%[0.307 µM] | -7.0%[0.307 µM] | -21.8% | 0.0 | 0.6% | -0.6 | -2.7% | 2.4
CCOCc1nc2nc(Cl)c(Cl)nc2[nH]1 | -11.0 | 2.3% | 1.0% | -1.9% | 3.9 | -0.1% | -2.1 | -14.4% | -1.5
Clc1ccc(-c2cc3ncc4c(n3n2)-c2ccccc2OC4)cc1 | . | -10.7% | 12.9% | -2.8% | . | . | . | . | 4.1
O=c1[nH]c(C2CCN(S(=O)(=O)c3ccc4c(c3)OCCO4)CC2)nc2c1nnn2Cc1ccccc1F | -2.8 | 4.3% | 12.3% | 9.4% | -5.1 | -2.4% | -3.0 | 0.1% | 2.0
CN(CC(=O)N1CCN(c2ccc(F)cc2)CC1)S(=O)(=O)c1ccc(F)cc1 | -1.9 | -11.4% | -7.8% | -7.9% | 33.0 | 4.3% | -0.1 | 1.6% | 0.3
Cc1cc(C)c(NC(=O)c2ccc(CNS(=O)(=O)c3cc(C(F)(F)F)ccc3Cl)cc2)c(C)c1 | -2.7 | ? | 6.31µM* | -34.1%[inhibitor] | -25.0 | -25.2% | 0.9 | 1.9% | -7.0
C[C@H]1CN([C@@H](C)CO)C(=O)CCCn2nncc2CO[C@@H]1CN(C)Cc1ccc(C(F)(F)F)cc1 | 1.6 | -7.0% | 0.7% | 0.5% | 18.4 | -2.3% | 1.4 | -8.7% | 3.3
Cc1cc(C)c2[nH]c(=O)c(CN(Cc3cccs3)C(=S)NCc3ccco3)cc2c1 | -7.2 | -29.3% | -4.9% | 16.1% | 11.0 | -2.7% | -0.5 | -10.8% | -2.2
CCC(CO)Nc1ncnc2c1cnn2-c1ccc(Cl)cc1 (stereo not drawn) | 1.3 | -3.0% | ? | 3.2% | 28.6 | 4.8% | -0.1 | -1.7% | 4.4
CCOC(=O)C1=CNS(=O)(=O)NC1c1ccc(C(F)(F)F)cc1 (stereo not drawn) | 1.2 | -3.1% | -2.4% | -6.4% | 26.5 | -6.9% | 0.3 | -2.6% | 5.0
CCCC1=[N+](CC)CCn2c(C)ccc21 | . | -2.4% | 4.9% | -3.8% | 4.5 | -0.5% | 0.8 | -2.2% | 4.0
C(=C\c1cccc2ccccc12)/c1nnc(-c2cccs2)o1 | . | 82.1%[activator] | -4.0% | 11.3% | -17.1 | -12.6% | 1.8 | -3.8% | -5.4
O=C(c1cc2cc(Cl)ccc2oc1=O)N1CCOCC1 | 0.5 | -11.6% | 0.5% | -5.9% | 2.7 | 6.7% | -2.0 | 2.2% | -4.9
COC(CNC(=O)c1cc(Sc2nnc(C)s2)nc2ccccc12)OC | -3.9 | -3.4% | 12.8% | 4.0% | 11.8 | 13.2% | -2.9 | -2.5% | -7.5
C=CCn1c(C(CCCC)CC(O)COCC(C)C)n[nH]c1=S (stereo not drawn) | 3.4 | -29.5% | -7.7% | 8.9% | -11.3 | 7.2% | -0.2 | -15.0% | 4.1
CCCN(CC(=O)Nc1ccccc1C)C(=O)c1cc(C)oc1C | 1.6 | -11.9% | -8.5% | 6.1% | -9.0 | 12.5% | -0.1 | -5.2% | -7.2
Cc1ccccc1C(=O)Nc1nnc(CC(=O)N/N=C/c2ccco2)s1 | ? | 28.0% | -7.0% | 9.4% | -1.2 | -7.9% | -0.9 | -5.6% | 2.9
CCOC(=O)Cn1nc(C)n(-c2ccc(C(C)C)cc2)c1=O | . | -21.5% | -2.3% | 1.0% | 17.5 | 2.0% | 0.5 | -4.8% | 7.4
CC(NCC(=O)Nc1cc(S(=O)(=O)N2CCOCC2)ccc1N1CCOCC1)c1ccco1 (stereo not drawn) | 1.6 | -2.2% | 14.2% | 2.8% | -1.9 | 4.9% | 1.1 | 2.7% | 1.0
CC(=O)C(Cc1ccccc1)NC(=O)COC(=O)CCN1C(=O)C2CC=CCC2C1=O (stereo not drawn) | -4.7 | -6.4% | 2.4% | -0.5% | -0.9 | -2.0% | 0.7 | -4.0% | -1.9
Cc1ccc(S(=O)(=O)/C(=C/Cl)NC(=O)c2ccccc2)cc1 | -6.3 | 6.31µM* | 10µM* | -7.6% | -14.3 | -4.4% | -3.8 | -15.3% | 1.1
O=S(=O)(/N=C(/Nc1ccc(Cl)c(S(=O)(=O)Nc2ccccc2Cl)c1)c1ccc(F)cc1)c1ccccc1 | -4.7&6.0 | -14.8%&5.0% | ? | 4.8%&12.8% | ? | ? | 1.9&-0.9 | -27.7% | 0.0&-10.4
O=C(Nc1cccnc1)c1cccc(F)c1 | 0.8 | 15.0% | 21.8% | 3.1% | -24.4 | -1.3% | -3.8 | -13.2% | -10.7
O=C(O)c1cc([N+](=O)[O-])c(NCCC2=CCCCC2)c([N+](=O)[O-])c1 | -15.0 | -11.1% | -27.7% | -2.3% | 4.8 | -6.0% | 0.4 | -14.7% | -6.3
Cc1nn(C)c(Cl)c1C(=O)NCC(=O)NCc1ccccc1 | -7.3 | 5.5%[7.66 µM] | 28.8%[7.66 µM] | -0.1% | 10.9 | 3.1% | 0.1 | -16.3% | 5.4
Cc1onc(-c2ccccc2)c1C(=O)NNC(=O)c1ccccc1O | 0.1 | 2.1% | -30.4% | 2.5% | 0.0 | -8.2% | -1.2 | -1.3% | 10.4
O=C(CCCn1c(=O)[nH]c2cc(Cl)ccc2c1=O)NCCCN1CCCC1 | 3.2 | 3.4% | ? | 4.5% | -21.7 | -5.6% | 1.4 | -4.2% | -8.8
COc1ccc(OC)c(/C=C/C(=O)N2C(=O)c3cccc(N)c3C2=O)c1 | -7.8 | 471.4%[activator] | ? | -12.2% | -64.8* | -25.0% | 0.0 | -14.3% | 1.8
COc1ccc(-c2csc3ncn(Cc4ccccc4)c(=O)c23)cc1 | 0.1 | -0.6% | ? | 27.5% | -21.3 | 0.2% | -0.1 | -8.5% | 1.1
O=S(=O)(c1ccc(Cl)cc1)n1ccc2cccnc21 | . | 1.4% | 2.9% | 0.3% | 17.1 | 5.2% | 2.4 | -0.9% | 1.6
Cc1ccc(C(=O)Nc2ccc(OCc3ccccc3)cc2)s1 | -1.7 | -13.0% | ? | 22.0% | 2.4 | 5.2% | 1.0 | -16.9% | -3.7
Cc1cccc(C(C)(C)C)c1OCCn1ccnc1 | 2.7 | 15.1% | ? | 8.2% | ? | -1.5% | -1.7 | -6.7% | -4.2
O=S(=O)(c1ccccc1)N(Cc1ccccc1)c1ccccn1 | . | 1.6% | ? | 0.9% | 31.2 | -0.7% | 2.6 | 1.6% | 1.0
Cc1ccc(S(=O)(=O)N(CC(=O)NCCC2=CCCCC2)Cc2ccccc2)cc1 | . | -23.7% | ? | -2.9% | 16.1 | -8.2% | -3.4 | 5.8% | -3.3
CC(C)Nc1nc(SCC(N)=O)nc(N2CCOCC2)n1 | . | -9.4% | 40.2%[activator] | -0.8% | -25.8 | 3.0% | -2.5 | -3.4% | 2.2
O=C(OCc1ccccc1)C1=[N+]([O-])OC(C(=O)OCc2ccccc2)C1c1c[nH]c2ccccc12 (stereo not drawn) | 1.0 | 10.4% | ? | -21.1% | ? | -3.1% | 0.0 | -1.8% | -4.0
Cc1cc(Cl)ccc1C(O)c1ncc(-c2ccccc2Cl)[nH]1 (stereo not drawn) | 13.9 | -4.4% | -13.7% | -0.5% | 17.7 | -4.1% | 0.0 | 2.0% | 8.9
CCc1ccc(NC(=O)C(C)Sc2nc(-c3ccco3)c(C#N)c(=O)[nH]2)cc1 (stereo not drawn) | -57.3* | -4.7% | -3.8% | -3.3% | -7.3 | ? | 0.5 | 23.8µM* | -8.0
CC1C(=O)N(Cc2cn(CCC3OCCO3)nn2)CCS(=O)(=O)N1Cc1ccc(-c2ccccc2)cc1 (stereo not drawn) | -11.6 | 4.3% | 11.8% | 5.2% | 14.4 | 3.2% | -2.8 | 6.5% | 7.7
COc1ccc(CN2C(=O)c3c(c(C)n(C)c3C)C2C(=O)NC2CCC(C)CC2)cc1 (stereo not drawn) | -2.1 | 16.8% | -14.2% | 6.0% | -27.5 | -2.7% | -1.4 | -15.2% | -12.2
COc1ccccc1N1CC(C(=O)OCC(=O)c2ccc(F)cc2)CC1=O (stereo not drawn) | 4.3 | 1.9% | 3.3% | -12.6% | -9.8 | 9.5% | -1.5 | -6.0% | 2.8
CCOc1ccc(NC(=O)c2ccc(CNc3c(N4CCCC4)c(=O)c3=O)cc2)cc1 | -7.3 | 10.5% | 13.0% | 4.5% | -23.7 | 1.7% | -0.9 | -9.6% | -8.8
Cc1c(NC(=O)C(C)OC(=O)C23CC4CC(CC(Br)(C4)C2)C3)c(=O)n(-c2ccccc2)n1C (stereo not drawn) | 9.1 | 13.0% | 14.7% | -4.5% | -8.5 | 9.7% | -0.3 | 6.9% | -7.6
COc1ccccc1-n1c(=S)[nH]c2c(sc(=S)n2-c2ccc(C)cc2C)c1=O | -20.3 | 7.2% | ? | 4.8% | -15.4 | -1.0% | -3.0 | 6.7µM* | 37.7*

4 entries from above in a different format:
Value order – PI5P4Ka inh | GLP1R cytotox | GLP1R inv ag | GLP1R ag | D3 antag | WRN helicase inh | IL2 activator | PLK1 PBD block | DRD3 agonist
- Cc1c(NC(=O)C(C)OC(=O)C23CC4CC(CC(Br)(C4)C2)C3)c(=O)n(-c2ccccc2)n1C (stereo not drawn)
  9.1 | 13.0% | 14.7% | -4.5% | -8.5 | 9.7% | -0.3 | 6.9% | -7.6
- CCc1ccc(NC(=O)C(C)Sc2nc(-c3ccco3)c(C#N)c(=O)[nH]2)cc1 (stereo not drawn)
  -57.3* | -4.7% | -3.8% | -3.3% | -7.3 | ? | 0.5 | 23.8µM* | -8.0
- Cc1cc(Cl)ccc1C(O)c1ncc(-c2ccccc2Cl)[nH]1 (stereo not drawn)
  13.9 | -4.4% | -13.7% | -0.5% | 17.7 | -4.1% | 0.0 | 2.0% | 8.9
- CCOc1ccc(NC(=O)c2ccc(CNc3c(N4CCCC4)c(=O)c3=O)cc2)cc1
  -7.3 | 10.5% | 13.0% | 4.5% | -23.7 | 1.7% | -0.9 | -9.6% | -8.8

From PubChem
